Scp1 inh = Scp-1 phosphatase inhibitors, primary screen, biochemical, colorimetric, uHTS. Recombinant Scp1, phosphopeptide, malachite green phosphate absorbance. 0.88% of 340,000 active. Carboxy-terminal domain RNA polymerase II polypeptide A small phosphatase 1 (Homo …. inhibition, % at 20 µM. AID 493091, 2011;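 active means inhibition above about 50% at 20 µM, limit read from the data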;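 further: plate controls were DMSO wells with enzyme for no effect and wells lacking enzyme for full effect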
Target sequence (Q9GZU7 76-261 limits assumed): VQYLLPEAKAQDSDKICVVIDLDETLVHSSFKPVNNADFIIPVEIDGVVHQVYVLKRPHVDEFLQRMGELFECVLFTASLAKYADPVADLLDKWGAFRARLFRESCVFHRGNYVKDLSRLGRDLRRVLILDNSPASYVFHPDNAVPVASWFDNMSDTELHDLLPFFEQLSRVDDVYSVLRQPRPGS
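System: SCP-1 catalytic domain; Reagent: Phospho 17-mer peptide substrate; Doses: one concentration, 20 µM, with 1.0% DMSO; Incubation: 45 min room-temperature reaction, 5 min colour, 30 min stabiliser; Signal: Phosphate-binding colour reagent, absorbance read at 630 nm.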
DNMT1 inh = human DNMT1 methyltransferase inhibitors, primary screen, biochemical, molecular beacon, fluorescence, HinP1I cleavage, uHTS; inhibition (reported as % activation of signal), % at 10 µM; 0.83% of 360,000 active; AID 588458, 2011; in the data active means inhibition above about 50%
STEP inh = STEP phosphatase inhibitors, primary screen, biochemical, fluorescence intensity, uHTS | recombinant STEP, OMFP fluorogenic substrate | inhibition, % at 20 µM | AID 588621, 2011 | 0.25% of 360,000 active | Tyrosine-protein phosphatase non-receptor type 5 (Homo sapiens), P54829;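 active means inhibition at 20 µM, scaled per plate between control wells, above about 37%, limit read from the data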;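 further: 0% = DMSO with enzyme and substrate and 100% = substrate only without enzyme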
Target sequence (P54829 whole entry, looked up): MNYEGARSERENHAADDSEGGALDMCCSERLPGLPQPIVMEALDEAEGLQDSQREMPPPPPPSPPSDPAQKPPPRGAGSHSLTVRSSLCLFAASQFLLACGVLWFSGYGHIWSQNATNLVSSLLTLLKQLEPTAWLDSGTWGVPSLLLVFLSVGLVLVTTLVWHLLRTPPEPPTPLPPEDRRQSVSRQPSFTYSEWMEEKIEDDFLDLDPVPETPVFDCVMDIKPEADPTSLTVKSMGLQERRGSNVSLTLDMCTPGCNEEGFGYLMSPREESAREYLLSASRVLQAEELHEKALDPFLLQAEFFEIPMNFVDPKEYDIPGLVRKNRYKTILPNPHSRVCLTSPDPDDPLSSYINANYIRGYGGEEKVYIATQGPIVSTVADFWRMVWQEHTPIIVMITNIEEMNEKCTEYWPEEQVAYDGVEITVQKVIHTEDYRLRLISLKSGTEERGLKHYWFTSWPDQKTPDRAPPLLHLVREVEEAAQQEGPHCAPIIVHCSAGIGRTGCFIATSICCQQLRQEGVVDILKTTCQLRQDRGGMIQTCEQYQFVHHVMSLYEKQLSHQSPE
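System: STEP (striatal-enriched tyrosine phosphatase) enzyme, cell-free; medium: Bis-Tris pH 6.0 buffer with DTT, detergent; dosing: 20 µM, 1% DMSO; times: reaction 20 min, ambient temperature; detection: fluorescence, 480/540 nm; read-out basis: normalized % inhibition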
Tb MetRS inh = T. brucei MetRS inhibitors, primary screen, biochemical, luminescence; purified T. brucei MetRS, ATP depletion, Kinase-Glo luminescence; AID 624268, 2012; 0.4% of 360,000 active; inhibition, % at 11.9 µM;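 active means inhibition above a per-plate cutoff of the control wells' mean inhibition plus 3 SD, cut at about 5.5% in these data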;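 further: 0% = DMSO wells median and 100% = median of wells with control inhibitor compound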
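Assay system: T. brucei methionyl-tRNA synthetase, purified | Medium: HEPES buffer with MgCl2, KCl, DTT, spermine, BSA, pyrophosphatase | Compound: 11.9 µM single point | Incubation: 15 min enzyme-compound preincubation, 2 h reaction, 10 min detection, 25 °C | Measured by: Kinase-Glo luciferase luminescence reporting remaining unconsumed ATP | Measure: % inhibition normalized to control-well medians | Replication: Singlicate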
NRP1-CendR mod = modulators of CendR peptide binding to NRP-1, primary screen, biochemical, fluorescence polarization, uHTS; inhibition, % at 25 µM; 0.85% of 360,000 active; FAM-RPARPAR peptide binding to NRP-1;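 active means inhibition or corrected inhibition above about 18%, plus a signal ratio from 0.5 to 1.5, limit read from the data, passing the limit was not always enough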; further: strong numbers were not always called active
SUMO1-SIM PPI = modulators of SUMO1 protein-protein interactions, primary screen, biochemical, uHTS; Small ubiquitin-related modifier 1 (Homo sapiens), P63165; SUMO1 binding to a labelled peptide, TR-FRET, 1 h; inhibition, % at 20 µM; 0.33% of 360,000 active; in the data active means inhibition above about 37%
Target sequence (P63165 whole entry, looked up): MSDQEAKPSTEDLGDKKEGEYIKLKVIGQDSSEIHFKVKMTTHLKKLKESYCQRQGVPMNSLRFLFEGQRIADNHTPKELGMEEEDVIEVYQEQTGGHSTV
LMPTP inh = LMPTP phosphatase inhibitors, primary screen, biochemical, fluorescence intensity, uHTS; 0.22% of 360,000 active; inhibition, % at 20 µM; Low molecular weight phosphotyrosine protein phosphatase (Homo sapiens), P24666; recombinant LMPTP-A, OMFP fluorogenic substrate;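 active means compounds that cut the enzyme signal by at least half of the control window in the single-dose screen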;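 further: plate controls were DMSO wells with enzyme plus substrate for no effect and substrate without enzyme for full effect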
Target sequence (P24666 whole entry, looked up): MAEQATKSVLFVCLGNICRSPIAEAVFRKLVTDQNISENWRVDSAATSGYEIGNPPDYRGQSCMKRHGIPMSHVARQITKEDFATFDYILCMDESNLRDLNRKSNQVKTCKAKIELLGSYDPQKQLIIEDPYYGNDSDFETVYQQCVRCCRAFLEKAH
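test system = LMPTP-A | amount = 0.625 nM LMPTP-A final | reagent = fluorogenic phosphatase substrate OMFP at 400 µM final | incubation = 50 min at room temperature | benchmarks = no-enzyme low control, uninhibited high control | medium = Bis-Tris pH 6.0, DTT, detergent | signal = fluorescence intensity of OMFP turnover product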
MsrA inh = bovine MsrA enzyme inhibitors, primary screen, biochemical, absorbance, HTS; purified bovine MsrA, absorbance read-out; inhibition, % at 15.5 µM; 0.75% of 360,000 active; AID 651718, 2012; in the data active means inhibition above about 4.5%;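 further: 0% = vehicle wells with enzyme and 100% = reference inhibitor wells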
bovine MsrA act = bovine MsrA enzyme activators, primary screen, biochemical, absorbance, HTS; Methionine sulfoxide reductase A (Bos taurus); purified bovine MsrA, absorbance read-out; activation, % at 10.6 µM; 0.3% of 360,000 active; AID 602163, 2012; in the data active means activation above about 7.5%;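 further: 0% = vehicle and 100% = reference activator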
eLon inh = inhibitors of E. coli Lon protease, primary screen, biochemical, fluorescence polarization. P0A9M0. purified E. coli Lon protease. inhibition, % at 7.94 µM. 0.42% of 360,000 active; in the data active means inhibition above about 13%, passing the limit was not always enough;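 further: 0% = enzyme with probe and DMSO and 100% = no enzyme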
Starred values were filed as active, the others as inactive; · = no result given.

SMILES	Scp1 inh	DNMT1 inh	STEP inh	Tb MetRS inh	NRP1-CendR mod	SUMO1-SIM PPI	LMPTP inh	MsrA inh	bovine MsrA act	eLon inh
Cn1ncc2c(Nc3cccc(C(=O)O)c3)ncnc21	-2.7	-0.7	-2.4	-0.6	2.9	1.0	-1.1	1.6	-3.4	-12.4
Cc1cc(SCC(=O)NC(=O)NCc2ccco2)nc2c(C)cccc12	40.7	52.8*	3.0	-1.3	-12.1	6.2	-1.7	-0.9	-8.8	0.1
COc1ccc2c(c1)[C@H]1[C@H](CO2)[C@H](c2ccccc2)[C@]2(C)C(=O)Nc3cc(F)ccc3C(=O)N12	-11.3	-2.1	0.4	-0.4	9.0	2.8	-0.2	-0.1	-0.2	12.7
N#Cc1nc(-c2ccco2)oc1N1CCC(C(N)=O)CC1	-5.2	-0.9	3.0	-0.1	3.7	-1.0	0.6	1.2	1.2	1.8
O=C(Nc1ccccc1)N1CCN(S(=O)(=O)c2ccccc2)CC1	0.7	2.3	0.9	-1.3	2.8	26.1	0.7	2.3	-11.3	3.7
COc1cccc(N(CC(=O)NC(C)c2ccccc2)S(C)(=O)=O)c1 (stereo not drawn)	-4.3	1.5	-0.9	0.1	-0.2	-5.0	-0.9	-0.9	1.6	1.4
CC(Sc1nnc(C2CC2)n1C1CC1)C(=O)c1ccc(Br)cc1 (stereo not drawn)	3.7	5.8	0.8	-0.7	-1.2	2.0	-0.4	-1.7	-7.1	6.6
CCCCCCCC(=O)NNC(=O)c1c(O)c2ccccc2n(CCC)c1=O	-8.7	2.2	3.6	-0.7	-5.6	0.6	-2.8	-1.6	-6.6	4.3
COCNc1nc(OCC#N)nc(N(C)C)n1	-2.2	1.7	-0.7	-0.9	9.6	-3.8	-0.2	1.9	-12.2	-3.3
O=S(=O)(c1cccc(-c2csc(N/N=C/c3ccco3)n2)c1)N1CCOCC1	-7.4	-12.8	0.0	-0.6	13.6	-12.0	1.7	3.4	-6.1	6.0
COc1ccc(OC)c(CN2CCC(N3CCC(C(=O)NC4CC4)CC3)CC2)c1	1.0	0.8	-1.3	-0.5	7.2	-1.7	-0.4	-1.8	-0.7	-1.2
Cc1cc(C)cc(NC(=S)NCCSc2ccc(Cl)cc2)c1	-5.1	3.7	-1.3	-0.7	-1.1	1.0	1.8	0.3	-3.0	-5.0
Oc1c(C(Nc2cccc(C(F)(F)F)c2)c2cccnc2)ccc2cccnc12 (stereo not drawn)	-10.1	-16.1	0.9	-0.4	-8.9	-8.3	2.9	0.7	-0.7	2.1
CC(C)(C)c1ccc(C(=O)Nc2ccc(N3CCOCC3)cc2)cc1	-9.4	-7.4	1.8	-0.6	-10.1	-1.9	0.3	1.2	-0.7	5.7
Nc1nc(SCc2ccccc2)c2ncn(CCO)c2n1	4.0	-1.5	-1.3	0.0	-10.4	-6.8	1.0	0.0	-9.2	-3.7
CCOC(=O)[C@H]1[C@H]2COc3cc(OC)ccc3[C@@H]2N2C(=O)CN(CCc3c[nH]c4ccccc34)C(=O)[C@@]12C	-5.8	-8.1	-3.1	-0.2	-0.3	3.5	0.8	-0.3	2.1	-18.9
COC(=O)c1nnn(-c2nonc2N)c1CSc1nnc(N)s1	-1.8	-0.7	1.6	-0.1	-12.5	-6.8	-3.2	0.1	-1.9	-5.2
Cc1cccn2c(=O)c3cc(S(=O)(=O)c4ccc(Br)cc4)c(=N)n(C4CCCC4)c3nc12	22.2	-3.4	1.4	-0.3	6.6	5.8	2.3	-0.1	-1.3	-1.0
COc1cc(Cl)c(C)cc1NC(=O)c1ccccc1NC(=O)CN1CCN(c2ccccn2)CC1	-3.3	-10.5	-0.3	-0.4	9.8	3.1	4.5	-0.4	-6.5	0.7
CCCCCC(=O)Nc1nc(C)c(-c2csc(Nc3ccccc3OC)n2)s1	0.6	-24.2	0.4	-0.2	-16.7	3.3	0.7	1.2	-2.5	0.4
Cc1c(NC(=O)CC(O)(C(F)(F)F)C(F)(F)F)c(=O)n(-c2ccccc2)n1C	-5.5	-0.5	-2.0	0.7	4.5	-2.4	-0.8	-0.8	-2.0	0.8
CCC1ON(C(C)C)C2c3nc4ccccc4n3CC12 (stereo not drawn)	-1.3	-6.3	-2.0	-0.2	22.2	1.4	1.3	0.4	-1.1	-13.4
O=C(N[C@@H](Cc1ccccc1)C(=O)N1CCC2(CC1)NCCc1[nH]cnc12)c1cccc(F)c1	-3.5	1.5	-2.4	-0.2	10.5	7.5	-1.9	0.0	-1.5	-8.8
CCOc1ccccc1/C=C(\NC(=O)c1ccccc1)C(=O)NCCC(=O)O	1.1	-0.6	-1.9	-0.7	13.3	-0.3	-0.2	1.4	-8.2	5.6
CC(C)c1nnc(NC(=O)CCc2ccccc2)s1	-0.9	-0.1	1.0	-1.5	4.2	1.2	-1.3	0.0	-2.0	-10.5
CN(C(=O)c1ccc(S(=O)(=O)N2CCCC2)cc1)C1CCCCC1	-4.3	0.6	-4.6	-0.6	-15.9	-0.3	-1.8	0.0	-1.6	-26.0
NNc1nc(-c2ccccc2)c2cc(Br)ccc2n1	-4.5	-4.0	0.8	-0.3	-9.6	-30.0	1.4	2.1	-4.0	2.4
CC(=O)Nc1ccc(S(=O)(=O)Nc2cccc(N(C)S(C)(=O)=O)c2)cc1	-7.1	-1.1	-0.3	-0.2	-6.7	0.4	-0.9	-1.1	-3.1	-8.8
Nc1c(N(Cc2ccco2)C(=O)c2ccc(Cl)cc2)c(=O)[nH]c(=O)n1Cc1ccccc1	-3.9	-1.6	-1.9	-0.1	-13.5	0.9	-0.1	-1.0	-2.2	3.0
COC(=O)C(NC(C)=O)(Nc1nc2c(s1)CCCC2)C(F)(F)F (stereo not drawn)	-1.2	0.3	0.3	-1.4	-1.0	-1.3	0.2	-0.7	-3.8	-8.6
CCOC(=O)c1c(C)[nH]c(C(=O)N2CCC(C(=O)OCC)CC2)c1C	-9.2	1.5	-0.1	0.2	-2.5	3.6	-0.4	-0.2	-2.5	-4.2
O=C(O)c1ccc(COc2ccc(CO)cc2Cl)cc1	-12.8	-1.2	-4.3	0.9	-18.4	-2.5	-0.9	-0.9	-1.5	-0.7
Cc1ccc(C(=O)NNC(=O)c2cccc(S(=O)(=O)N3CCOCC3)c2)cc1	-2.4	-4.1	-1.7	0.0	5.3	3.8	-1.6	-0.9	-4.8	-7.8
Cc1c(OCC(=O)NCC2CCC(C(=O)O)CC2)ccc2c3c(c(=O)oc12)CCC3 (stereo not drawn)	-1.3	5.8	1.5	1.6	3.2	0.3	-0.7	2.4	-1.6	-4.4
COc1ccc2c(C)cc(N3CCN(c4ccc(F)cc4)CC3)nc2c1	8.6	-2.3	2.8	-0.6	11.2	1.3	4.7	-0.3	-1.8	0.1
COc1ccc(-c2c3c(nc4sc5c(Cl)nc(C)nc5c24)CCC3)cc1	-4.3	0.8	-0.6	0.7	-17.7	-4.7	-2.4	·	2.7	2.8

Continued; it opens with the three that closed the last part.
SMILES	Scp1 inh	DNMT1 inh	STEP inh	Tb MetRS inh	NRP1-CendR mod	SUMO1-SIM PPI	LMPTP inh	MsrA inh	bovine MsrA act	eLon inh
Cc1c(OCC(=O)NCC2CCC(C(=O)O)CC2)ccc2c3c(c(=O)oc12)CCC3 (stereo not drawn)	-1.3	5.8	1.5	1.6	3.2	0.3	-0.7	2.4	-1.6	-4.4
COc1ccc2c(C)cc(N3CCN(c4ccc(F)cc4)CC3)nc2c1	8.6	-2.3	2.8	-0.6	11.2	1.3	4.7	-0.3	-1.8	0.1
COc1ccc(-c2c3c(nc4sc5c(Cl)nc(C)nc5c24)CCC3)cc1	-4.3	0.8	-0.6	0.7	-17.7	-4.7	-2.4	·	2.7	2.8
COc1cc(OC)nc(Nc2nc(C(N)Cc3ccc(F)cc3)cs2)n1 (stereo not drawn)	·	-2.4	4.8	-0.3	-2.6	-24.5	-1.3	-1.4	-1.8	-6.7
CCn1cc(CNCc2cn[nH]c2-c2cc3ccccc3o2)cn1	-4.7	-0.4	1.0	0.6	5.0	-6.1	1.2	1.5	-1.8	6.1
O=C(COC(=O)CCc1c[nH]c2ccccc12)Nc1cccc(Cl)c1	·	-4.3	4.4	0.0	8.5	-0.9	1.9	0.9	-3.4	9.7
Cc1cc(=O)oc2cc(OCC(=O)OCC(=O)Nc3ccc(C(N)=O)cc3)ccc12	-4.0	1.0	-0.4	-0.3	-8.5	-1.0	-2.5	2.1	-3.0	-0.6
COc1ccc(-c2c(C)nn3c(C(F)(F)F)cc(C)nc23)cc1	·	10.1	1.2	-0.3	2.8	-15.2	-0.2	0.4	-4.3	-12.4
CCC(C)NCCCOc1ccc(Cl)cc1C(C)(C)C (stereo not drawn)	6.6	5.0	1.3	-0.3	-0.2	0.2	-2.0	-0.2	-11.3	-6.8
COc1cc(C(=O)NCC(=O)N2CCN(S(=O)(=O)c3cc(C)ccc3C)CC2)cc(OC)c1OC	-8.0	1.9	0.0	-0.3	-2.1	-2.3	1.1	3.1	-1.1	-12.3
Cc1ccc(CN2CCN(/N=C/c3cccs3)CC2)cc1	-2.4	1.9	-2.7	-1.1	0.5	-4.6	-0.8	0.0	-5.2	2.5
N#CCc1ccc(NC(=O)c2ccc(S(=O)(=O)N3CCOCC3)cc2)cc1	-10.0	0.1	-2.3	0.7	13.2	-2.2	-0.2	0.6	-3.0	-0.9
O=S(=O)(/N=C(\c1ccc(F)cc1)N1CCOCC1)c1ccccc1	·	1.3	-1.4	-0.1	-6.4	0.2	-1.1	-1.2	-0.1	-14.1
Cn1nccc1C(=O)N1CCN(c2cccc(Cl)c2)CC1	1.0	-2.7	3.1	-0.1	8.1	1.9	0.4	-0.9	-5.8	-3.2
COC(=O)c1ccc(NC(=O)Nc2ccc(C)cc2)cc1	-4.3	-12.6	-3.4	0.9	14.8	-2.3	2.1	2.9	0.7	9.7
Cc1nc2c(-c3ccc(Cl)cc3)cnn2c(N)c1-c1ccc(F)cc1	-1.1	-10.2	-1.5	0.2	3.3	2.0	5.3	-2.7	-0.2	5.1

Source: PubChem BioAssay
